Screening results deposited in PubChem BioAssay by several laboratories.
M1 PAM parental = nonselective activator or artifact in parental CHO-K1 calcium assay | ATP EC20, Fluo-8 calcium fluorescence; 0% at ATP EC20, 100% at ATP max | actives 0.02% (n = 360,000) | activation, % at 3 µM;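 active means activation above the run cutoff, the mean activation of all test compounds plus 3 SD, cut at about 40% in these data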;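 further: peak over basal fluorescence ratio in a 140 s read after ATP addition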
CRFR2-BP antag = CRF-BP/CRF-R2 complex antagonism; HEK293 CRF-R2/CRF-BP, CRF-induced calcium fluorescence; inhibition, % at 11.8 µM; actives 0.59% (n = 350,000); AID 588475;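 active means inhibition of the ligand-induced calcium signal above about 50% at the single tested concentration, limit read from the data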
CHRM5 PAM = potentiates acetylcholine response at human M5 receptor; P08912; CHO-K1 hM5, Fluo-8 calcium, ACh EC20 PAM; 0% = ACh EC20, 100% = ACh EC100; activation, % at 3 µM; actives 0.3% (n = 360,000); AID 624038;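 active means activation above the run cutoff, the mean activation of all test compounds plus 3 SD, cut at about 18% in these data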
Target sequence (P08912 whole entry, looked up): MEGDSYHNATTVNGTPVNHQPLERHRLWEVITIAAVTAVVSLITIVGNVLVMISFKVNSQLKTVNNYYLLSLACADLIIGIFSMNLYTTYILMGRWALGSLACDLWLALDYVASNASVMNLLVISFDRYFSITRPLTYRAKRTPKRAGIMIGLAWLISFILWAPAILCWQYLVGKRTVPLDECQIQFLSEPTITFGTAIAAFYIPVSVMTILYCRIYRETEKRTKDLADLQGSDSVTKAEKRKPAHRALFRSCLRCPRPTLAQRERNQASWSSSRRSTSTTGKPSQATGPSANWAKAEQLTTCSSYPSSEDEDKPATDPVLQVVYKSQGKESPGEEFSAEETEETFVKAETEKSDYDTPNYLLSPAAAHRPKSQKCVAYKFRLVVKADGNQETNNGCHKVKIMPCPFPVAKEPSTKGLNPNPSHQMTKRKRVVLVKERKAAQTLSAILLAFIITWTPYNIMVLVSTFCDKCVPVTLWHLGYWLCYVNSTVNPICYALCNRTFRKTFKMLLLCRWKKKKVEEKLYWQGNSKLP
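Assay system: CHO-K1 hM5 cells / Incubation: Fluo-8 loading 80 min at 37 °C plus 30 min room temperature / Technique: Fluo-8 calcium dye fluorescence, kinetic read / Repeats: single replicate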
CHRM5 antagonist = blocks acetylcholine activation of human M5 receptor; CHO-hM5 cells, Fluo-8 calcium fluorescence, ACh EC80; inhibition, % at 3 µM; actives 0.59% (n = 360,000); P08912; AID 624040;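 active means inhibition above a per-plate cutoff, the mean of that plate's test compounds plus 3 SD, cut at about 27% in these data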;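 further: 0% = acetylcholine EC80 with DMSO and 100% = DMSO without agonist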
TAAR1 antag = human TAAR1 antagonism. Q96RJ0. CHO RD-HGA16 TAAR1, Fluo-8 calcium fluorescence, antagonist. inhibition, % at 3 µM. actives 1.5% (n = 360,000);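 active means inhibition above a per-plate cutoff, the mean inhibition of test compounds on that plate plus 3 SD, cut at about 49% in these data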;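 further: 0% = DMSO plus EC80 beta-PEA response and 100% = DMSO alone without agonist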
Target sequence (Q96RJ0 whole entry, looked up): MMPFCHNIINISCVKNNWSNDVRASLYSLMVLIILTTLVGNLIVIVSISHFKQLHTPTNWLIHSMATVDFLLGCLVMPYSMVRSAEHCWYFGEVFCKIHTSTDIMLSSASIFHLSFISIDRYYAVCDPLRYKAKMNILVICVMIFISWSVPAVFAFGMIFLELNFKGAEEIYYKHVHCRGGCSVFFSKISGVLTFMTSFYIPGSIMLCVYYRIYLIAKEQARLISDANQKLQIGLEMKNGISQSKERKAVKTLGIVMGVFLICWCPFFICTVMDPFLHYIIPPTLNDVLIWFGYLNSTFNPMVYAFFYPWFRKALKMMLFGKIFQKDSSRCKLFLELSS
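Test system – hTAAR1-expressing CHO RD-HGA16 cells, Gα16-coupled · Also added – β-PEA at EC80 concentration, post-compound challenge · Compound – 3 µM, single point · Incubation – dye loading 75 min at 37 °C, then 30 min room temperature · Measured by – Fluo-8 intracellular calcium dye fluorescence, real-time kinetic reads · Benchmarks – vehicle and agonist controls · Replicates – singlicate, one well per test compound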
TAAR1 agonist = human TAAR1 agonism; Q96RJ0; CHO RD-HGA16 TAAR1, Fluo-8 calcium fluorescence; vehicle wells 0%, saturating PEA agonist 100%; activation, % at 3 µM; actives 0.99% (n = 360,000); AID 624467;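 active means activation above the mean activation of all test compounds in the run plus 3 SD, cut at about 38% in these data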
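Benchmarks: low control DMSO, high control PEA (EC100); System: CHO RD-HGA16 cells carrying human TAAR1 plus Gα16; Detection: Fluo-8 fluorescence, 5 s baseline then 140 s kinetic read; Schedule: 17-24 h plating, Fluo-8 75 min 37 °C, 30 min RT; Read-out basis: % activation from peak over basal fluorescence ratio, DMSO-to-PEA scaled.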
CRFBP-R2 agonist = CRF-BP/CRF-R2 complex agonism. activation, % at 13.2 µM. AID 588473. actives 0.46% (n = 350,000). HEK293 CRF-R2/CRF-BP, calcium dye fluorescence (FLIPR); percent of saturating CRF peptide response;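 active means activation of at least 50%, plus an integration ratio under a set limit after plate pattern correction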;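 further: plate controls were neutral control wells without compound for no effect and CRF at EC100 for full effect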
M4 PAM = positive allosteric modulators of human muscarinic M4 receptor. CHO-K1 hM4/Gqi5, Fluo-8 calcium fluorescence, ACh EC20; 0% = ACh EC20, 100% = maximal ACh. activation, % at 3 µM. actives 0.4% (n = 360,000);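 active means activation above its plate's cutoff, the mean activation of sample wells plus 3 SD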; further: some results filed as inactive read as strong as hits
CHRM5 agonist = CHRM5 agonism in calcium assay; CHO-K1 hM5 cells, Fluo-8 calcium fluorescence; 0% DMSO wells, 100% maximal acetylcholine response; AID 624037; activation, % at 3 µM; actives 0.19% (n = 360,000);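 active means activation above the run's mean over test compounds plus 3 SD, cut at about 23% in these data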;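 further: signal is peak over basal fluorescence ratio across the kinetic read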
Active calls of the source: *; . = not tested or not shown.

Order of results: CHRM5 PAM, CRFR2-BP antag, CHRM5 agonist, M4 PAM, M1 PAM parental, TAAR1 agonist, CRFBP-R2 agonist, TAAR1 antag, CHRM5 antagonist
- O=C(NCC(c1ccco1)N1CCCCC1)c1cccs1 (stereo not drawn)
 : -2.0, -0.6, -11.1, 0.5, 20.5, 0.6, -4.9, -19.8, 13.6
- C=CCn1c(SCc2ccc(C#N)cc2)nnc1-c1cccc(Cl)c1
 : -3.5, 21.9, -4.7, -0.5, 17.9, 2.2, -2.7, 23.1, -2.7
- O=C(Cn1cnc(S(=O)(=O)N2CCCC2)c1)Nc1ccc(OC(F)(F)F)cc1
 : -2.7, 2.8, -2.8, -1.9, 6.8, 2.2, 1.3, -16.5, 1.1
- CCOC(=O)C(C)Oc1ccc(=O)n(-c2ccccc2)n1 (stereo not drawn)
 : 8.2, 15.6, 1.9, 10.8, 22.8, 10.4, 0.6, -8.4, -7.2
- Cc1ccc(C(=O)OCC(=O)N(C)c2ccccc2)c(C)c1
 : 0.0, -8.1, -2.3, 2.3, -9.6, 3.6, -0.7, -21.8, -7.5
- O=C(CC1C(=O)NCCN1CC(c1ccccc1)c1ccccc1)NC1CC1 (stereo not drawn)
 : -0.6, -5.8, -3.5, -0.9, 11.7, 9.4, 1.0, -2.5, -1.3
- Cc1c(C(=O)N2CCC(C)(C(=O)NS(=O)(=O)C3CC3)C2)oc2ccccc12 (stereo not drawn)
 : 2.1, ., -0.6, 16.6*, 11.3, 0.3, ., -2.5, 4.1
- Cc1ccc(C)c(NC(=O)NCCN2CCCCC2)c1
 : -5.1, 13.8, -9.9, -2.9, -3.1, 1.2, -1.0, -19.4, 16.9
- Fc1ccc(CO/N=C/C2=C(Cl)c3ccccc3CC2)cc1
 : -2.1, -14.2, -2.3, 1.5, -1.5, 16.0, 1.5, 12.3, -8.7
- COc1ccc(C(=O)CCC(=O)Nc2cccnc2)cc1
 : 1.0, -1.7, 0.4, 4.8, -0.8, 3.2, 2.0, -13.0, 6.8

Overlap with the part before: 2 compounds; new compounds follow.
Order of results: CHRM5 PAM, CRFR2-BP antag, CHRM5 agonist, M4 PAM, M1 PAM parental, TAAR1 agonist, CRFBP-R2 agonist, TAAR1 antag, CHRM5 antagonist
- Fc1ccc(CO/N=C/C2=C(Cl)c3ccccc3CC2)cc1
 : -2.1, -14.2, -2.3, 1.5, -1.5, 16.0, 1.5, 12.3, -8.7
- COc1ccc(C(=O)CCC(=O)Nc2cccnc2)cc1
 : 1.0, -1.7, 0.4, 4.8, -0.8, 3.2, 2.0, -13.0, 6.8
- COC(=O)c1cn(CC(C)n2c(=O)c3ccccc3n2Cc2cc(C(C)C)no2)nn1 (stereo not drawn)
 : -0.8, ., -0.8, 0.8, ., -0.1, ., -0.9, 1.8
- CCOC(=O)C1(CCSC)NC(c2ccco2)C2C(=O)N(CC)C(=O)C21 (stereo not drawn)
 : 5.9, 3.5, -0.4, -1.1, 5.7, 9.6, 1.7, -24.8, 3.0
- Cc1nc2cc(Cl)c(Cl)cc2nc1C
 : 3.2, -6.0, 0.9, 1.5, 17.9, 2.9, -2.5, 6.0, -2.2
- O=C(NCCCN1CCOCC1)c1cccc(S(=O)(=O)N2CCc3ccccc3C2)c1
 : 8.3, -7.5, 0.2, -3.8, -10.1, 10.3, -4.4, -23.3, 3.4
- O=C(NC1CC1)C1CCN(S(=O)(=O)c2cc(Cl)ccc2Cl)CC1
 : -3.2, -4.3, -2.1, -2.0, 17.6, 12.2, -2.0, -2.2, -4.0
- Cn1nc(-c2ccccc2)cc1NC(=O)Nc1ccc(C(C)(C)C)cc1
 : -17.2, -2.8, 0.9, -5.0, -5.5, 6.0, 3.4, 17.0, 15.9
- CC(C)(C)[C@H]1C=C(C(=O)O)O[C@@H](OCCCCO)C1
 : 3.2, 5.3, 3.4, 4.2, 13.4, 0.0, 1.8, 5.6, -3.1
- CCn1c(SCC(=O)NC2=NCCS2)nnc1C(C)NC(=O)c1ccc(Cl)cc1 (stereo not drawn)
 : -3.1, -1.2, -4.7, -0.3, -24.0, 0.4, 0.4, 12.3, 13.4
- Cc1ccccc1C(=O)OC(C)CN1CCOCC1 (stereo not drawn)
 : -9.7, 15.6, -2.3, -7.1, -3.6, 1.6, -0.4, -20.2, 11.8
- CSCc1ccc(C(=O)NC(C)c2cnn(-c3ccccn3)c2C)o1 (stereo not drawn)
 : -4.2, -15.1, -3.7, -1.1, 5.3, -0.9, 0.9, 13.8, 11.1
- CCC(=O)Nc1sc2c(c1C(N)=O)CCN(Cc1ccccc1)C2
 : -2.4, -28.4, 3.8, 3.8, -3.0, 2.7, 34.8, -14.3, -3.6
- CN(c1ccc(OCC(=O)N2CCC(C(N)=O)CC2)cc1)S(=O)(=O)c1cccs1
 : -0.2, 5.3, 2.0, -1.1, -0.6, -0.6, 1.1, 3.1, 2.3
- C=CCn1c(CCNC(=O)c2ccccc2F)nnc1SCC(=O)Nc1nc2ccccc2s1
 : -2.6, -17.7, 1.1, 3.0, 9.2, 2.7, -3.4, 6.4, 7.6
- O=C(Cn1ncc(Cl)c(Cl)c1=O)c1ccc(Cl)cc1
 : -22.1, 21.5, -12.2, -2.7, -1.0, -2.6, -1.2, 2.6, 8.4
- CCOc1ccc(C(=O)c2ccncc2)cc1
 : 2.4, 3.4, -0.6, 7.5, 25.2, 2.6, -1.3, -3.9, 4.3
- COc1ccc(N2C(=O)CSC2c2cccs2)cc1 (stereo not drawn)
 : -4.6, 27.5, -6.8, -7.9, -4.6, -1.3, -2.2, 4.5, 6.8
- O=C(Cn1nnc(-c2ccccc2)n1)Nc1cccc(S(=O)(=O)N2CCCC2)c1
 : -3.3, 3.1, 2.2, -1.9, -4.3, 9.1, 3.1, -4.8, 6.4
- CC(C)CN1CC(COCc2ccccc2)Oc2ccccc2S1(=O)=O (stereo not drawn)
 : -1.2, 9.6, -1.0, -2.3, 14.0, -0.2, 15.9, 18.6, -0.5
- CCN1CCN(C(CCc2ccccc2)C(=O)NC2CCCCC2)CC1 (stereo not drawn)
 : 6.0, ., 2.4, 2.6, -1.3, 1.1, ., -11.7, 13.6
- COCCCNC(=O)c1ccc(Cn2c(=O)c3ccccc3n(Cc3ccccc3C)c2=O)cc1
 : 6.8, 16.6, -9.1, 1.1, 15.9, 0.1, 0.6, -6.5, 4.5
- O=C(N[C@H](CO)Cc1ccccc1)c1ccco1
 : 1.3, 0.5, 3.3, 1.4, 13.3, 19.0, 0.0, 9.3, 1.8
- CCOc1cc(C(=O)NCCC(=O)N2CCC3(CC2)NCCc2[nH]cnc23)cc(OCC)c1OCC
 : -6.4, -0.6, -4.0, -0.4, 9.4, 0.9, -0.5, -17.7, 9.9
- CCCc1ccc(OCC(=O)O)cc1
 : -0.6, 6.2, 1.6, -0.4, 8.1, 8.6, 0.4, 10.2, 4.8
- O=C(NNC(=S)Nc1ccccc1)c1cccs1
 : -2.1, 26.8, 0.6, 4.9, 17.1, -2.1, 0.2, 11.5, -0.9
- CC1=C/C(=C/N(C)c2ccccc2)C(=O)S1
 : -7.2, 6.2, -10.1, 0.8, 11.9, -0.5, -1.0, -0.7, -1.4
- COc1ccc(N2C(=O)c3ccccc3NC2c2ccc(OC)c(Cn3nnc4ccccc43)c2)cc1 (stereo not drawn)
 : -6.0, 7.5, -2.0, -16.4, 25.5, 5.4, -1.1, 7.1, 6.3
- COc1cccc(C(=O)NCC(c2cccnc2)N2CCN(c3ccccc3OC)CC2)c1 (stereo not drawn)
 : 1.0, 11.9, 1.3, 1.6, 17.6, ., -1.1, ., -3.7
- CCOn1c(=O)c(-c2cc(OC)ccc2OC)[n+]([O-])c2ccccc21
 : -2.0, -1.4, -0.8, 1.8, 21.6, 3.3, -0.5, -1.9, 3.8
- COCCNC(=S)N1CCN(c2nc(-c3ccc(F)cc3)cs2)CC1
 : -0.8, 23.1, 4.6, -2.3, 8.9, 4.7, -0.7, 24.8, 4.9
- N#Cc1ccccc1OCC(=O)C1CC1
 : -3.8, 8.8, 2.7, -10.9, -19.5, -0.7, 0.4, -16.2, 11.2
- COC(=O)c1cc(S(=O)(=O)N2CCCC2)c(Cl)cc1Cl
 : -1.3, 6.8, 2.5, 1.9, 12.9, 0.7, -1.1, -10.8, 3.8
- COc1ccc(-c2oc(=O)c3cc(OC)c(OC)cc3c2C#CCCO)cc1
 : -2.1, 15.9, -1.4, -0.2, 4.5, 1.7, -4.1, 2.3, -0.9
- Cc1cc(C)n2nc(SCC(=O)N/N=C/c3ccccc3F)nc2n1
 : -2.5, 16.4, 1.0, 9.0, 17.5, 7.9, -0.2, -2.6, -0.7
- CCOC(=O)c1cnn2cc(-c3[nH]ncc3[N+](=O)[O-])cnc12
 : -3.4, 22.7, -0.3, -1.3, -11.3, 1.2, -1.0, -12.3, 5.6
- CC(=O)CSc1nnc(-c2ccc(S(=O)(=O)N3CCC(C)CC3)cc2)o1
 : 0.6, 8.2, 0.1, -4.3, -1.1, 6.4, 0.8, 11.9, 2.6
- O=C(c1ccc([N+](=O)[O-])o1)N1CCN(c2nc3c(Cl)cccc3s2)CC1
 : 4.6, 37.2, -2.7, 2.4, 9.7, 6.2, -0.4, 34.8, 4.9
- O=C(CSCc1ccc(Cl)cc1)Nc1ccc2c(c1)OCCO2
 : 7.8, 2.0, -0.8, 9.9, -0.8, 12.2, -2.5, 11.2, -10.5
- Cn1c(=O)c2c(ncn2CC(=O)Nc2nc3ccc(F)cc3s2)n(C)c1=O
 : 0.2, 10.2, -6.2, 5.7, 9.8, 2.7, -1.0, 5.8, 3.5
- COc1ccc(OC)c(C2=NS(=O)(=O)N(C)C(C(=O)NCc3ccco3)=C2)c1
 : 0.3, 13.1, -0.7, -2.3, 12.0, 5.0, -0.1, -4.7, -3.2
- COc1ccc2oc(C(=O)OCC(=O)N(C)C3CCS(=O)(=O)C3)c(C)c2c1 (stereo not drawn)
 : -0.2, -0.6, -3.2, 4.3, 7.7, 0.3, 1.0, -10.0, 2.0
- COCCN(CC1CCCN(C2Cc3ccccc3C2)C1)C(=O)CCSC (stereo not drawn)
 : 6.3, 0.2, -12.5, 4.5, 23.5, -2.2, 1.1, 0.5, -3.9
- Cc1cc2cc(CCNC(=O)c3ccc(C)c([N+](=O)[O-])c3)c(=O)[nH]c2cc1C
 : -1.3, -48.5, -1.7, 6.6, -5.9, 1.3, -1.5, 10.6, -2.6
- CC(C)[C@H](NC(=O)c1ccccc1)C(=O)OCC(=O)N1CC2(C)CC1CC(C)(C)C2 (stereo partly drawn)
 : 1.9, 9.8, 1.3, 1.5, 20.8, 3.0, 0.3, -13.8, 1.0
- O=C(Nc1ccccc1N1CCCCC1)c1cccc(F)c1
 : 3.3, -40.1, -1.8, -0.8, 14.8, 8.8, -0.8, -0.1, -2.7
- Cc1cc(N2CCOCC2)nc(NCc2ccccc2)n1
 : -15.3, 14.7, 11.2, -9.5, -9.1, 49.2*, 121.8*, 40.9, 12.4
- O=C(NCCN1CCN(c2ccccc2)CC1)Nc1ccc(Cl)cc1
 : -5.9, -3.7, 2.0, -7.1, 3.2, 30.9, -0.2, 28.1, 7.8
